Source: PubChem BioAssay
LmPK inhibitor = LmPK (Leishmania mexicana) enzyme inhibition; Q27686; purified LmPK, Kinase-Glo ATP luminescence, 1 h; Potency, µM (titrated, usually from 57.5 µM), for the others: top-dose activity change, negative = inhibition, usual class: inhibitors; 0.37% of 290,000 active; AID 1721; note: potency is the fitted concentration of half-maximal effect; % is set by controls: 0 for no effect and ±100 for the full control effect
Target sequence (Q27686 whole entry, looked up): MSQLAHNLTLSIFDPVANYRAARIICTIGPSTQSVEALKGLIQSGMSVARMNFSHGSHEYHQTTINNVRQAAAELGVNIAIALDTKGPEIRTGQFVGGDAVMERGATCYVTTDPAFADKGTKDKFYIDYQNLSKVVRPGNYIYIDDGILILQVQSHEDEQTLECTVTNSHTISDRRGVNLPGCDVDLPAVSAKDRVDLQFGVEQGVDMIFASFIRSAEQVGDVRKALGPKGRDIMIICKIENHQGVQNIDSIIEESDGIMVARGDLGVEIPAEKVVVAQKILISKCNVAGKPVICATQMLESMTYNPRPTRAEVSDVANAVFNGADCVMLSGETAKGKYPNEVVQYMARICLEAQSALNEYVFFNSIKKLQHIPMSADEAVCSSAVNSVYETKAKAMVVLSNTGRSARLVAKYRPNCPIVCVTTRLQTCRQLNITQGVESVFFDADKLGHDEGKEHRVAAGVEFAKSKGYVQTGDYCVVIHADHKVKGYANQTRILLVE
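Purified LmPK (0.1 nM) converted ADP (0.1 mM) to ATP with PEP (0.5 mM) in imidazole buffer pH 7.2 with KCl and MgCl2, 1 h at room temperature. ATP was read by Kinase-Glo luminescence; data normalized to uninhibited and no-enzyme controls.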
Pf growth 48h = inhibits P. falciparum growth in the first generation, 48 h | Potency, µM (series often up to 28.7 µM), inactives show at the highest dose activity change, negative = inhibition, most hits filed as inhibitors | P. falciparum luciferase growth in erythrocytes, 48 h | 5.9% of 310,000 active; note: potency is the fitted concentration of half-maximal effect; % is set by controls: 0 for no effect and ±100 for the full control effect
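Compounds are pin-transferred into medium, infected erythrocytes (2% hematocrit, 0.1% parasitemia final) are added, and plates sit one parasite generation at 37 C in 5% CO2. Detection reagent is then added and luminescence measured.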
Pf growth 96h = P. falciparum growth inhibition at 96 hour, primary screen for plastid delayed-death inhibitors; 6.9% of 320,000 active; P. falciparum luciferase reporter growth, 96 h; AID 504834; Potency, µM (titrated, usually from 28.7 µM), for inactives: at the highest dose activity change, negative = inhibition, actives largely listed as inhibitors; note: potency is the fitted concentration of half-maximal effect; % is set by controls: 0 for no effect and ±100 for the full control effect
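Erythrocytes infected with luciferase-expressing P. falciparum were dispensed at 2% hematocrit and 0.05% parasitemia (final), then incubated with compounds 96 hours at 37 C in 5% CO2. Luminescence after detection reagent addition reported growth.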
AMA1 RON2 block = AMA1-RON2 (P. falciparum) interaction inhibition; 0.2% of 360,000 active; AID 720542; AlphaScreen AMA1-biotinylated RON2 peptide binding; Potency, µM (top dose mostly 58.2 µM), inactives show top-dose activity change, negative = inhibition, actives largely listed as inhibitors;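 note: potency is the fitted concentration of half-maximal effect; 0% = vehicle wells and -100% = peptide control; nearly all actives have a fitted effect of over 45% in size; some results filed as inactive show a strong effect at the top dose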
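AMA1 (3D7) with his tag at 25 nM final met compounds first, then biotinylated RON2 peptide at 25 nM; detection used donor plus acceptor beads, 10 µg/mL apiece, read by AlphaScreen after 30 min at room temperature.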
Shiga inhibitor = Shiga toxin inhibition | Vero cells, Shiga toxin protein synthesis inhibition reporter | inhibition, % at 38.7 µM | 9.2% of 290,000 active; in the data active = inhibition mostly above about 28%, no sharp cut-off; inactive = mostly below about 43%; note: 0% is about no effect
CHX counter = counter-screen for Shiga toxin inhibitors: cycloheximide protein synthesis inhibition; cell reporter, cycloheximide protein synthesis inhibition counterscreen; max response, %; 12% of 300,000 active; AID 2314; in the data active = max response mostly above about 13%, no sharp cut-off; inactive = mostly below about 14%; note: read at 38.3 µM for the half of the compounds with a filed dose; 0% is about no effect
TbPYK inhibitor = blocks Trypanosoma brucei pyruvate kinase; Q57TT1; AID 624173; Potency, µM (titrated, usually from 76.8 µM), for inactives: at the highest dose activity, negative = inhibition, most hits filed as inhibitors; TbPYK enzyme, Kinase-Glo Plus ATP luminescence, 45 min; 0.12% of 410,000 active; note: potency is the fitted concentration of half-maximal effect; % is set by controls: 0 for no effect and ±100 for the full control effect; nearly all actives have a fitted effect of over 50% in size
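ADP (130 uM final) triggers the TbPYK reaction after compound addition; incubation is 45 min at room temperature. Kinase-Glo Plus is then added and luminescence imaged. Normalized data are fitted to concentration-effect curves.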
Active calls of the source: *; ? = inconclusive; . = not tested or not shown; & = joins results of further samples; [ ] = dose if it differs, or a comment. Unless noted, calls come from the whole dose curve; as a rule, active = well fitted curve in the direction sought with a large enough effect; inconclusive = small, poorly fitted or top-dose-only effect, or another doubt; inactive = no such curve, though single readings can be large; an effect the other way counts as inactive or inconclusive.

smiles | LmPK inhibitor | Pf growth 48h | Pf growth 96h | AMA1 RON2 block | Shiga inhibitor | CHX counter | TbPYK inhibitor
O=C(O)c1cccc(-c2ccc(/C=N/n3cnc4sc5c(c4c3=O)CCCC5)o2)c1 | 12% | 5% | 19% | . | 22 | 7 | .
C=CCN1C(=CCO)[C@H]2C[C@H]3[C@@H]1CC[C@@]31c3ccccc3N3C=C4[C@@H]5N(/C=C/2[C@H]31)c1ccccc1[C@]51CC[C@H]2[C@H]1C[C@@H]4/C(=C/CO)N2CC=C | . | 10%[12.8 µM] | -17%[12.8 µM] | . | . | . | -15%[33.2 µM]
COC(=O)C(O)(c1c[nH]c2ccccc12)C(F)(F)F (configuration not stated) | 4% | 3% | -6% | 12% | -4 | 1 | 0%
O=C(NCC(=O)N1CCN(S(=O)(=O)c2ccc3c(c2)OCCO3)CC1)c1ccccc1Cl | . | ? | ? | 3% | . | . | -5%
Cc1ccc(NC(=O)CN2C(=O)NC(Cc3ccccc3)C2=O)cc1 (configuration not stated) | 6% | 19% | -17% | 11% | -21 | -5 | 6%
CCCCNC(=S)NC1CCCC1 | -4% | 3% | ? | 2% | -6 | 2 | -5%
Cc1ccc(OC(=O)C23CC4CC(CC(C4)C2)C3)c(C)n1 | -1% | -4% | -5% | -9% | -11 | 1 | -2%
COc1ccc(CN=CC2=C(O)CC(C)(C)CC2=O)cc1 | 8% | . | -7% | -8% | 40 | 23* | 6%
COc1cc(OC)cc(C(=O)n2cnnc2N)c1 | -8% | . | ? | 6% | -7 | -3 | -5%
Cc1nnc2sc(SCc3ccc(Br)cc3)nn2c1=O | -3%[11.5 µM] | ? | ? | 5% | -5 | -2 | 5%
COc1ccc(C2(C(=O)c3ccccc3)C(=O)c3ccccc3C2=O)cc1 | ? | ? | 24% | -20% | 37 | 14* | -10%
NC(=O)CSc1nnc2ccc(-c3ccc(F)cc3)nn12 | 1% | 26% | 65%[1.15 µM] | -14% | -7 | 7 | -2%
CC1(C(=O)O)CCC(C(=O)Nc2cccc(F)c2)C1(C)C (configuration not stated) | 1% | 0% | -26% | 0% | -13 | 1 | -8%
Cc1ccc(CNC(=O)Cc2ccc(NC3=NC4CS(=O)(=O)CC4S3)cc2)cc1 (configuration not stated) | 0% | 42%[activator] | 67%[activator] | -7% | -3 | -1 | -3%
COc1ccc(Nc2ncnc3ccc(Br)cc23)c(OC)c1 | 1% | 308%[activator] | 1% | 12% | 58* | 27* | -3%
Cc1nc(CSc2nnc(N)s2)cs1 | 1% | 1% | ? | -5% | 7 | -1 | -2%
COc1ccc(N2CCN(C(=O)c3ccc(N(C)S(=O)(=O)c4ccc(OC)cc4)cc3)CC2)cc1 | 4% | ? | ? | ? | -6 | 0 | -11%
Cc1cc(C)nc(NC2=NCCN2C(=O)NC2CCCCC2)n1 | -4% | -15% | -10% | 0% | -20 | 5 | ?
COc1ccc(CCNC(=O)c2ccccc2NC(=O)CN2CCN(c3ccccc3O)CC2)cc1 | . | 10µM* | 7.4µM* | -3% | . | . | 0%
O=C(Nc1ccccc1F)c1ccc2snnc2c1 | -14% | 0% | -7% | 0% | 60* | 38* | -4%
CC(NC(=O)CCSCCC(=O)NC(C)c1ccccc1)c1ccccc1 (configuration not stated) | 2% | 6% | 19% | 12% | 2 | -3 | -7%
CCOC(=O)CNC(=S)N(CCCN1CCCCC1)Cc1cccs1 | 0% | -9% | ? | 9% | -14 | 9 | 6%
O=S(=O)(NCC(O)c1ccccc1)c1ccc(-c2ccccn2)s1 (configuration not stated) | 1% | ? | 78%[activator] | 16% | -5 | -3 | 3%
O=C(c1ccc(F)cc1)C(C(=O)N1CCCCC1)n1ccccc1=O (configuration not stated) | -2% | 8% | 14% | 5% | 20 | 1 | 1%
COc1ccc(NC(=O)CSc2nnc(Cn3c(=O)sc4ccccc43)n2C)cc1OC | 9% | -6% | 97%[activator] | 1% | -4 | -4 | -6%
CCOc1ccc(NC(=O)CC2C(=O)N(c3ccc(OCC)cc3)C(=S)N2C2CC2)cc1 (configuration not stated) | -2% | ? | ? | 13% | -4 | -3 | -10%
O=C(Nc1cc(S(=O)(=O)N2CCCCC2)ccc1Cl)C1=NN(c2ccccc2)C(=O)CC1 | -1% | ? | ? | 0% | 5 | -4 | -9%
Cn1c(SCC(=O)Nc2ccc(N3CCOCC3)cc2)nnc1-c1ccco1 | 2% | 0% | 38%[activator] | -5% | -7 | 4 | -2%
O=C(Cn1cnc(Cl)c1Cl)c1ccc(F)cc1 | 6% | ? | 92%[activator] | 0% | 25 | 2 | 3%
O=C(Nc1ccccc1)c1sc(Cl)nc1-c1ccccc1 | 4% | ? | -2% | 32%[activator] | -5 | -2 | -6%

Single records, as listed above. Screens in order: LmPK inhibitor	Pf growth 48h	Pf growth 96h	AMA1 RON2 block	Shiga inhibitor	CHX counter	TbPYK inhibitor
`CC1(C(=O)O)CCC(C(=O)Nc2cccc(F)c2)C1(C)C` (configuration not stated) in the list: 1%	0%	-26%	0%	-13	1	-8%
`Cc1ccc(OC(=O)C23CC4CC(CC(C4)C2)C3)c(C)n1` in the list: -1%	-4%	-5%	-9%	-11	1	-2%
`COC(=O)C(O)(c1c[nH]c2ccccc12)C(F)(F)F` (configuration not stated) in the list: 4%	3%	-6%	12%	-4	1	0%
`COc1ccc(CCNC(=O)c2ccccc2NC(=O)CN2CCN(c3ccccc3O)CC2)cc1` in the list: .	10µM*	7.4µM*	-3%	.	.	0%
`O=C(c1ccc(F)cc1)C(C(=O)N1CCCCC1)n1ccccc1=O` (configuration not stated) in the list: -2%	8%	14%	5%	20	1	1%

The listing picks up with the 3 entries that preceded the break.
smiles | LmPK inhibitor | Pf growth 48h | Pf growth 96h | AMA1 RON2 block | Shiga inhibitor | CHX counter | TbPYK inhibitor
Cn1c(SCC(=O)Nc2ccc(N3CCOCC3)cc2)nnc1-c1ccco1 | 2% | 0% | 38%[activator] | -5% | -7 | 4 | -2%
O=C(Cn1cnc(Cl)c1Cl)c1ccc(F)cc1 | 6% | ? | 92%[activator] | 0% | 25 | 2 | 3%
O=C(Nc1ccccc1)c1sc(Cl)nc1-c1ccccc1 | 4% | ? | -2% | 32%[activator] | -5 | -2 | -6%
CC(C)CC(=O)Nc1ccc(F)c(Cl)c1 | 0% | 15% | -13% | 37%[activator] | 19 | 1 | -3%
CN(C)S(=O)(=O)c1ccc(Cl)c(C(=O)OCC(=O)NC(=O)NC2CCCC2)c1 | . | 11% | -14% | 4% | . | . | 3%
CCc1nnc(NS(=O)(=O)c2ccccc2)s1 | 12% | -13% | ? | -4% | . | -4 | -8%
CC1(C)OC(=O)CC1C(=O)NCc1ccccc1 (configuration not stated) | -7% | 3% | . | -11% | 2 | 0 | -11%
COc1cccc(N/C=C/C(=O)c2ccc(C)cc2)c1 | -6% | 0% | 145%[activator] | 14% | 63* | 21* | -25%
Cc1onc(-c2ccccc2)c1C(=O)NCCc1c[nH]c2ccccc12 | 3% | 4% | 23% | -4% | -12 | 0 | -3%
COC(=O)c1c(NC(=O)c2ccco2)sc(C(=O)N2CCCC2)c1C | -8% | 19% | . | 14% | 11 | -1 | 3%
O=C(NCc1ccc(Cl)cc1)C1CCN(C(=O)c2ccc(Cl)cc2)CC1 | . | ? | ? | 13% | . | . | 1%
COc1ccc2oc(=O)cc(CN(C)Cc3ccccc3)c2c1 | 3% | ? | ? | 9% | -5 | -4 | 0%
CC(C)C(OC(=O)c1cc2sccc2n1C)C(=O)NCC1CCCO1 (configuration not stated) | 5% | -8% | . | -8% | 21 | -4 | -10%
Cc1ccc(NCc2n[nH]c(=S)n2-c2cccc(Cl)c2)cc1 | ? | -21% | ? | 63%[activator] | 2 | -3 | 3.5µM*
CCCOc1ccc(NC(=O)CC2Nc3ccccc3NC2=O)cc1 (configuration not stated) | -1% | 1% | ? | -1% | -11 | 0 | -4%
O=C(NCc1n[nH]c(=S)n1-c1cccc(C(F)(F)F)c1)c1ccc(S(=O)(=O)N2CCCC2)cc1 | -1% | -3% | ? | 71%[activator] | 3 | -8 | ?
O=C(O)CCS(=O)(=O)c1cccc2cccnc12 | 0% | 16% | 7% | -15% | -3 | 1 | -9%
Cc1cc2ccccc2nc1SCC(=O)N1CCCC1 | 9% | 16% | ? | 3% | 9 | 4 | -3%
Clc1ccc(/C=N/N2CCN(Cc3ccccc3Cl)CC2)cc1 | 7% | -4% | 1% | 13µM* | -4 | 9 | -2%
CCOc1ccc(S(=O)(=O)NCCC(=O)NCCc2ccc(OCC)c(OCC)c2)cc1 | . | -26% | ? | 6% | . | . | 2%
CC(C)(C)NC(=O)CN1CCCN(C(=O)c2cccc(S(=O)(=O)N3CCc4ccccc43)c2)CC1 | . | ? | ? | 19% | . | . | -9%
OCCCC1CCCCN1Cc1nc(Cc2ccccc2Cl)no1 (configuration not stated) | 1% | -8% | 0% | -3% | -5 | 0 | 3%
CCCc1nn(C)c2c1C(c1ccncc1)C(C#N)=C(N)O2 (configuration not stated) | -2% | 1% | -29% | -11% | 15 | -4 | 7%
O=C(Nc1ccc(CN2CCCCC2)cc1)c1ccc(Br)o1 | -3% | ? | . | -10% | 79* | 31* | -10%
COC(=O)Cc1c(O)ccn(CCc2c[nH]c3ccccc23)c1=O | -1% | 16% | 31% | -7% | -1 | -5 | -2%
CN1C(=O)c2cccc3c(S(=O)(=O)Nc4ccc(O)c(C(=O)O)c4)ccc1c23 | 6% | 21% | 12% | -11% | -6 | -10 | 58%[activator]
CC(C)CC(=O)N1CCC(N2CCN(c3ccccc3)CC2)CC1 | -6% | 0% | -2% | -9% | -13 | -4 | 1%
O=C(COC(=O)c1ccccc1Br)NCCC1=CCCCC1 | 6% | 52%[activator] | 21% | 1% | 75* | 29* | 1%
O=C(Nc1ccccc1F)c1ccc(CNS(=O)(=O)c2cccc(C(F)(F)F)c2)cc1 | 10% | -2% | . | -2% | -7 | -4 | 2%
COc1ccc(-c2nc(CSCC(=O)NC3CCN(Cc4ccccc4)CC3)c(C)o2)cc1OC | -2% | ? | 10µM* | -6% | -5 | 14 | -7%
CCN1CCN(c2ccc(S(=O)(=O)N3CCCCC3)cc2NC(=O)COc2ccc(F)cc2Cl)CC1 | -3% | 7.4µM* | ? | -12% | -8 | -3 | -10%
Cc1ccc(S(=O)(=O)N2CCOCC2)cc1C(=O)NCC1CCCO1 (configuration not stated) | 0% | 25% | -28% | -8% | -13 | 9 | -3%
CC(NC(=O)CCSCc1ccccc1F)c1ccccc1 (configuration not stated) | 5% | 16% | ? | 11% | 65* | 58* | 1%&-2%
Cc1cc(C)c(NC(=O)CN2C(=O)NC3(CCOc4ccccc43)C2=O)c(C)c1 (configuration not stated) | 6% | -1% | . | -20% | -4 | 1 | 2%
CCS(=O)(=O)N1CCC(C(=O)O)CC1 | 2% | 3% | 20% | -4% | -7 | 7 | 20%
